Jurkat NFkB inh: lowers PMA/ionomycin-induced NF-kB signal in Jurkat cells; AID 435003; PMA/ionomycin-induced NF-kB luciferase reporter, luminescence; inhibition, % at 4 µM; 0.53% of 330,000 active
Apaf-1 inh: blocks human Apaf-1 apoptosome activity; O14727; reconstituted apoptosome caspase-3 activity, DEVD-Rh110 fluorescence; inhibition, % at 20 µM; 0.71% of 330,000 active; active = inhibition of at least 40% at 20 µM;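 also: plate controls were DMSO wells for no effect and DEVD-CHO caspase inhibitor wells for full effect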
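Assay system – apoptosome proteins · Medium – Hepes buffer, pH 7.5 · Also added – cytochrome c with DEVD-Rh110 · Timing – 30 min compound preincubation, 50 min activation, room temperature · Detection – Rh110 fluorescence, excitation 480 nm, emission 540 nm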
EBI2 block: antagonists of human EBI2 receptor | 0.81% of 360,000 active | AID 651636 | EBI2 beta-arrestin recruitment, luminescence, 7a,25-OHC stimulated | inhibition, % at 5 µM; in the data active = inhibition above about 38%;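 also: enzyme fragment complementation signal reports receptor beta-arrestin coupling in cells; 0% = agonist plus DMSO wells and 100% = wells without agonist; some results beyond the cut were filed as inactive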
Target sequence (P32249 whole entry, looked up, the tested form may be a part): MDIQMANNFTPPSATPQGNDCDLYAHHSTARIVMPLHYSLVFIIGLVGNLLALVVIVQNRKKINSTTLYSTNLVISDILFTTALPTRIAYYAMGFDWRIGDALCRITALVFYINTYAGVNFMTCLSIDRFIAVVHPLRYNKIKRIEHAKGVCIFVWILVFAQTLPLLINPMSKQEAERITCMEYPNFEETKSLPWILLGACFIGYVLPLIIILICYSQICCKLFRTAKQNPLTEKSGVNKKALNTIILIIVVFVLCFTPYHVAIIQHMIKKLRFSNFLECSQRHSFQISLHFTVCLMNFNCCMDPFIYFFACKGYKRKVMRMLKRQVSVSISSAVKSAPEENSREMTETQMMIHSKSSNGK
CCR6 antagonist: blocks CCL20-driven beta-arrestin recruitment at human CCR6; P51684; CHO-K1 CCR6 PathHunter beta-arrestin, luminescence, CCL20-stimulated; inhibition, % at 20 µM; 0.49% of 340,000 active;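 active = compounds whose inhibition of the agonist-driven luminescence signal at 20 µM reaches about 50%, limit read from the data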;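 also: cells stimulated with CCL20 at 14 nM final; plate controls were DMSO with CCL20 for no effect and DMSO without agonist for full effect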
UBC13 polyUb: human UBC13 polyubiquitination inhibition; P61088; UBC13 polyubiquitin chain formation, TR-FRET; inhibition, % at 20 µM; 0.47% of 330,000 active; AID 485273; in the data active = inhibition above about 45%, passing the limit was not always enough; inconclusive = no clear call, values can overlap the other calls
Target sequence (P61088 whole entry, looked up): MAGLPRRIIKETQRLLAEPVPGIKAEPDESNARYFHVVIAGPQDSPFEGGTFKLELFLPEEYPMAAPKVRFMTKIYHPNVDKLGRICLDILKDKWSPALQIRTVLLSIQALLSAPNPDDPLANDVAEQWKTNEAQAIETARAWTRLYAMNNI
697 NFkB inh: lowers PMA/ionomycin-induced NF-kB signal in 697 B cells. 697 B-cell NF-kB luciferase reporter, 16 h. inhibition, % at 4 µM. 0.33% of 330,000 active; in the data active = inhibition above about 35%
SENP8 block: inhibitors of human SENP8 protease. Q96LD8. purified SENP8, Z-RLRGG-aminoluciferin cleavage, luminescence. inhibition, % at 10 µM. 1.2% of 330,000 active
Target sequence (Q96LD8 whole entry, looked up): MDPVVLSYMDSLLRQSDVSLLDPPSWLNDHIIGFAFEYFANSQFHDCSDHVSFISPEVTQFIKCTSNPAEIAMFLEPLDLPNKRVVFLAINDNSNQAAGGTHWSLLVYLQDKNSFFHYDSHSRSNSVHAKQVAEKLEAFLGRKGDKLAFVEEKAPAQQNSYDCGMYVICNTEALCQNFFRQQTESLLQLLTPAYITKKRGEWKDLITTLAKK
Gli-Sufu block: antagonists of Gli-Sufu signaling | inhibition, % at 5 µM | Sufu-KO-LIGHT fibroblasts, Gli luciferase reporter luminescence | 0.74% of 340,000 active;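 active = inhibition above about 55%, limit read from the data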;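 also: 0% = DMSO-treated cells and 100% = wells with medium but no cells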
An asterisk follows results filed as active; u = inconclusive; x = not tested or not shown. Rule as the data show it, unless noted: active = inhibition above about 50%; inactive = the rest.

SMILES	Jurkat NFkB inh	Apaf-1 inh	EBI2 block	CCR6 antagonist	UBC13 polyUb	697 NFkB inh	SENP8 block	Gli-Sufu block
Cc1ccc(C(C(=O)NC(C)(C)C)N(Cc2ccco2)C(=O)Cn2nnc(-c3cccs3)n2)cc1 (stereo not given)	-6	13	-2	1	-13	5	-7	-24
O=[N+]([O-])c1ccc2c(c1)C=C1CCCCC1(N1CCCCC1)O2 (stereo not given)	7	-4	1	19	-6	11	1	1
COCCNC(=O)Cn1cnc2ccc(S(=O)(=O)N3CCC(C)CC3)cc2c1=O	15	9	-7	-21	4	1	3	25
COc1ccc(NC2CCCN(C(=O)c3ccc4nccnc4c3)C2)cc1OC (stereo not given)	10	0	-4	-8	-9	14	4	2
Cc1ccc(C(=O)COC(=O)c2cn(-c3ccccc3)nc2-c2ccccc2)cc1[N+](=O)[O-]	17	14	6	12	-4	-5	-3	0
COc1ccc(-c2c(C(F)(F)F)[nH]n3c(=O)cc(-c4ccccc4)nc23)cc1	-9	7	-11	2	u	13	-6	15
CCCc1nn(C)c(C(=O)Nc2ccc3ccccc3c2)c1Cl	-58	0	7	18	-1	-98	29	-49
COc1cccc(NC(=O)CSc2nnc(Cc3ccc(C)cc3)c(=O)n2N)c1	2	14	25	13	-1	7	1	-3
CCOC(=O)Cc1csc(NC(=O)/C=C/c2ccco2)n1	-7	-23	0	13	-6	-2	1	x
Cc1cccc(Nc2ccccc2)c1	-6	11	12	-15	1	8	-6	14
CN1CCN(c2oc(Cc3cccc4ccccc34)nc2C#N)CC1	-4	4	-4	6	0	-1	-6	-16
CCOC(=O)N1CCC(N2C(=O)c3cc(C(=O)NC4CCCCC4)ccc3C2O)CC1 (stereo not given)	2	-1	-1	5	4	2	-4	0
Cc1c(C2(O)CCCCC2)[nH]c2cc(C(F)(F)F)ccc12	2	25	-33	23	2	-4	1	-2
Oc1cccc(/C=N\Nc2nncc(-c3ccccc3)n2)c1	-41	-1	6	5	-4	-13	-9	-14
CC1(C(=O)OCC(=O)Nc2nnc(-c3ccccc3)o2)CC1(Cl)Cl (stereo not given)	9	0	6	12	-4	8	-2	-16
Cc1ccc(NC(=O)Cn2cnc3sc(C(=O)NCc4ccco4)c(C)c3c2=O)cc1Cl	1	-2	-2	10	-4	6	8	-7
COc1cc(/C=N\NC(=O)C(C)(C)O)ccc1OC/C=C/c1ccccc1	12	-7	-11	8	5	27	1	18
CCOCCCNC(=O)Cc1c(C(=O)O)[nH]c2ccc(Cl)cc12	4	-2	0	18	-2	12	11	3
O=S(=O)(Cc1cc(N2CCOCC2)nc(-c2ccccn2)n1)c1ccccc1	7	-19	3	13	3	-5	2	8
COc1cc(-c2nnc(COC(=O)c3ccc(C)o3)o2)cc(OC)c1OC	2	-13	0	7	2	20	4	-1
O=C(CCNc1n[nH]c(=O)[nH]c1=O)N/N=C\c1cccc(OCc2ccccc2)c1	-11	-17	8	10	-7	-3	2	2
O=C(O)C1CCN(C(=O)Cc2ccccc2)CC1	15	-8	7	11	-4	2	2	-24
CCNc1nnc(-c2ccccc2OC)s1	7	-1	x	1	5	10	3	11
O=C(NCc1cccs1)c1cc(S(=O)(=O)N2CCOCC2)ccc1N1CCCC1	5	2	-10	5	0	6	-3	18
CCOC(=O)CC1C(=O)NCCN1C(=S)NC(=O)c1ccccc1OC (stereo not given)	1	2	-9	6	-2	2	-8	-12
Cc1cc2c(=O)n(C)c(SCC(=O)Nc3cccc(F)c3)nc2s1	25	-3	-1	7	-6	-16	10	11
CCCCNC(=O)C1CCC(=O)N1CCc1ccccc1 (stereo not given)	-3	-1	10	8	7	16	5	-6
O=C(NCc1ccccc1Cl)C(=O)NCC(c1ccco1)N1CCOCC1 (stereo not given)	-13	-4	-7	5	18	9	1	7
O=C(CN1C(=O)COc2ccccc21)NC1CCCC1	1	1	-6	16	3	0	-8	-24
OCCC1CN(Cc2cnc(-c3ccc(Cl)cc3)nc2)CCN1C1CCCCC1 (stereo not given)	34	-13	-1	2	20	-30	3	7
O=S(Cc1cc(Sc2ccccc2)nc(-c2ccccc2)n1)c1ccccc1 (stereo not given)	-9	27	14	13	-9	-13	-1	13
Cc1c(C)n(C)c2ccc(C(=O)NCc3cccs3)cc12	6	5	-4	-12	6	8	3	-5
O=C(CCNS(=O)(=O)c1ccc2nsnc2c1)N1CCN(c2ccncc2)CC1	5	9	2	-3	2	-2	4	9
COC(=O)c1ccc(N2CCC(C)CC2)c(N)c1	-53	-14	14	5	22	9	1	26
Cc1nc(-c2cccc(NS(=O)(=O)c3ccccc3)c2)cs1	-8	4	-18	16	9	13	-4	-23
Nc1nc(NCCO)nc(NC2CCCCC2)c1[N+](=O)[O-]	9	18	-11	9	1	-62	-13	4
Cc1[nH]c2c(C)cccc2c(=O)c1Br	12	-8	-9	1	14	10	-5	5
COc1ccc(S(=O)(=O)Nc2cccc3ccc(O)cc23)cc1	12	-3	11	-3	0	-2	7	-5
CCOC(=O)c1c(C)[nH]c(C(=O)CSc2nnc(C3CC3)n2N)c1C	-19	12	-17	-4	-8	-24	0	-2
CCN(CC)S(=O)(=O)c1ccc(OC)c(NC(=O)CCS(=O)(=O)Cc2ccccc2)c1	1	-2	4	2	5	-3	7	-6
Cc1nc(N2CCN(c3ccccc3O)CC2)c2c(-c3ccccc3)csc2n1	-8	29	-26	-28	-10	-7	-5	-4
Cc1ccc(C)c(OCC(=O)Nc2ccncc2)c1	16	-2	-1	-3	-6	-4	-7	3
COc1ccc(CNC(=O)c2sccc2-c2ccccc2)cc1OC	-4	-1	-1	5	1	7	-4	18
Cn1c(CC(=O)NN)c(Sc2ccccc2)c2ccccc21	2	13	-1	10	2	5	5	0
COc1ccc(Nc2nnc(Cc3ccncc3)c3ccccc23)c(OC)c1	-13	12	2	14	-4	-1	-6	8
CCCN(CC(=O)Nc1cc(Cl)ccc1Cl)C(=O)c1ccc2n[nH]nc2c1	-9	8	-6	5	-5	6	-10	4
Cc1c(C(C)(C)O)[nH]c2cc(C(F)(F)F)ccc12	6	6	-3	-4	7	6	-6	15
Cc1cc(C)c(C#N)c(SCC(=O)NC2CC2)n1	-1	5	-1	-13	-2	9	11	2
CCN(CC(=O)NCc1cccs1)C(=O)c1ccc(NS(=O)(=O)c2ccc(C(C)=O)cc2)cc1	9	8	-13	10	2	-4	-3	-6
O=C(CCS(=O)(=O)c1cccs1)Nc1ccc(C(=O)NC2CCCC2)cc1	2	-19	-7	-3	4	13	3	19
Cc1cccnc1NC(=O)CCn1c(=O)oc2ccccc21	8	-4	1	6	-5	5	-7	2
O=C(COC(=O)c1ccccc1NCCO)NCCC1=CCCCC1	-12	16	7	10	11	-37	-9	2
O=C(Nc1c(C(=O)N2CCN(c3ccccn3)CC2)oc2ccccc12)c1cccc([N+](=O)[O-])c1	14	6	10	10	-8	10	1	7
COC(=O)C(C(=O)OC)C(CC(=O)c1ccc(C)cc1)c1cc(OC)c(OC)c(OC)c1 (stereo not given)	-12	9	-7	17	4	9	0	6
CCOC(=O)c1c(CN2CCN(c3ccccc3)CC2)oc2cc(Br)c(O)cc12	-23	17	-7	5	-6	-43	-4	5
Cc1cc(C)nc(N(C#N)CCOc2ccc(Cl)cc2)n1	10	5	4	14	4	-15	6	-12
CC(=O)c1ccc(Nc2nc(-c3cccnc3)cs2)cc1	-76	-208	16	-13	6	-78	-20	-53
COc1ccc(CN(C(=O)c2nsc(Cl)c2Cl)C(C(=O)NC2CCCCC2)c2ccc(OC)cc2)cc1 (stereo not given)	-2	6	24	2	-5	9	4	-8
O=S(=O)(Nc1ccc(N=Nc2ccccc2)cc1)c1ccccc1	5	9	0	37	-51	3	-9	-3
O=C(CSc1nnc(NC(=O)c2c(F)cccc2F)s1)NCC1CCCO1 (stereo not given)	10	3	3	0	-2	5	-4	-7
(continued)
SMILES	Jurkat NFkB inh	Apaf-1 inh	EBI2 block	CCR6 antagonist	UBC13 polyUb	697 NFkB inh	SENP8 block	Gli-Sufu block
CC(C)=CC(=O)Nc1nnc(C(C)C)s1	-86	-2	-2	-4	13	-95	-8	7
C=CC[C@@H]1C=C[C@H](O/N=C/c2ccc(C(=O)N3[C@H](c4ccc(C)cc4)[C@@H](C)CC[C@H]3C(=O)OC)cc2)[C@@H](CO)O1	14	17	x	x	9	0	1	x
Cc1cccc(NC(=O)NCc2cccnc2)c1C	-3	1	-3	-3	-1	9	8	-20
CC1=C(C)CC(C(=O)NC2CCCC2)C(C(=O)O)C1 (stereo not given)	-7	-2	0	12	-7	25	-18	0
CCN(C[C@H]1N[C@@](Cc2ccccc2)(C(=O)OC)[C@H]2C(=O)N(C)C(=O)[C@@H]12)C(=O)c1ccc(C(C)(C)C)cc1	6	9	-1	20	-1	-1	8	-2
CCC1=C(OC(=O)N(CC)CC)N2C(=O)OC(=NCC(=O)OC)[C@]2(Cc2ccccc2)[C@H]2C1=CC[C@H]1C(=O)NC(=O)[C@H]12	15	5	-5	1	-6	16	-1	5
Cc1ccc2nc(N(CCN(C)C)C(=O)c3ccc4ccccc4c3)sc2c1	-30	18	3	26	20	-5	-2	50
COc1ccc(C(=O)NCC(c2ccc3c(c2)OCO3)N2CCN(c3ccc(OC)cc3)CC2)cc1 (stereo not given)	-5	25	13	21	-6	-14	-13	24
CCc1ccc(NC(=O)Nc2cc(C(=O)O)ccc2N2CC3CC(C2)c2cccc(=O)n2C3)cc1 (stereo not given)	4	-10	-13	-7	-4	-9	3	-24
COC(=O)[C@H](Cc1ccc(O)cc1)NC(=O)Cn1cnc2c(OCc3ccccc3)ncnc21	1	29	-4	-2	-4	-5	-3	-2
O=C(COC(=O)Cn1[nH]c(=O)c2ccccc2c1=O)NNC(=O)c1ccccc1	-12	-11	-5	-5	13	14	5	-2
CC(/C=C1\SC(=S)N(CCCC(=O)Nc2ccc(C(=O)O)cc2)C1=O)=C\c1ccccc1	-1	33	8	-1	-4	32	19	-1

One compound at a time, from the list above.
Results for C=CC[C@@H]1C=C[C@H](O/N=C/c2ccc(C(=O)N3[C@H](c4ccc(C)cc4)[C@@H](C)CC[C@H]3C(=O)OC)cc2)[C@@H](CO)O1 : Jurkat NFkB inh = 14; Apaf-1 inh = 17; EBI2 block = x; CCR6 antagonist = x; UBC13 polyUb = 9; 697 NFkB inh = 0; SENP8 block = 1; Gli-Sufu block = x
Results for CC1=C(C)CC(C(=O)NC2CCCC2)C(C(=O)O)C1 (stereo not given) : Jurkat NFkB inh = -7; Apaf-1 inh = -2; EBI2 block = 0; CCR6 antagonist = 12; UBC13 polyUb = -7; 697 NFkB inh = 25; SENP8 block = -18; Gli-Sufu block = 0
Results for O=C(COC(=O)Cn1[nH]c(=O)c2ccccc2c1=O)NNC(=O)c1ccccc1 : Jurkat NFkB inh = -12; Apaf-1 inh = -11; EBI2 block = -5; CCR6 antagonist = -5; UBC13 polyUb = 13; 697 NFkB inh = 14; SENP8 block = 5; Gli-Sufu block = -2

Back to the main list; the two compounds before the break are reprinted first.
SMILES	Jurkat NFkB inh	Apaf-1 inh	EBI2 block	CCR6 antagonist	UBC13 polyUb	697 NFkB inh	SENP8 block	Gli-Sufu block
O=C(COC(=O)Cn1[nH]c(=O)c2ccccc2c1=O)NNC(=O)c1ccccc1	-12	-11	-5	-5	13	14	5	-2
CC(/C=C1\SC(=S)N(CCCC(=O)Nc2ccc(C(=O)O)cc2)C1=O)=C\c1ccccc1	-1	33	8	-1	-4	32	19	-1
COc1ccc(-c2oc3ncnc(NCCCN4CCOCC4)c3c2-c2ccc(OC)cc2)cc1	10	23	16	16	32	2	-1	5
CCOC(=O)C1(Cc2cccc(Cl)c2)CCCN(CCO)C1 (stereo not given)	-5	-9	-8	9	-9	6	6	3
Cc1ccsc1C(=O)Nc1ccc2c(c1)OCCO2	-109	-8	-7	18	-2	-137	85*	-91
CCOC(=O)Oc1c(OC)cc(C(=O)O[C@@H]2C[C@@H]3CN4CCc5c([nH]c6cc(OC)ccc56)[C@H]4C[C@@H]3[C@H](C(=O)OC)[C@H]2OC)cc1OC	11	34	-38	-18	32	37*	-4	7
COc1ccc(-c2csc(=Nc3c(C)n(C)n(-c4ccccc4)c3=O)n2C(C)(C)C)cc1	-9	-9	-7	-10	1	-4	-3	4
CCOC(=O)c1c(C)n(C)c2ccc(OC)c(NC(=O)CCN3CCC(Cc4ccccc4)CC3)c12	15	-7	-3	4	14	-44	-12	1
COc1ccc(CNC(=O)CN2C(=O)NC3(CCCCCCC3)C2=O)cc1	2	5	2	4	4	7	-4	1

Compound activity (PubChem BioAssay)

A portion of the library; the hit share may differ from the screen's.
